Wee1 degr inh: blocks degradation of human Wee1 kinase | P30291 | HeLa Luc-Wee1K328M stability, luciferase luminescence; 100% = proteasome inhibitor MG132 effect | reporter increase, % at 5 µM | 220,000 compounds, 1.2% hits;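 active = activation above the mean of all tested compounds plus 3 SD, set per screening run, cut at about 8.8% in these data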;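 note: cells exposed to compound for 20 h before luminescence read; 0% = DMSO alone and 100% = MG132 at 30 µM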
Target sequence (P30291 whole entry K328M): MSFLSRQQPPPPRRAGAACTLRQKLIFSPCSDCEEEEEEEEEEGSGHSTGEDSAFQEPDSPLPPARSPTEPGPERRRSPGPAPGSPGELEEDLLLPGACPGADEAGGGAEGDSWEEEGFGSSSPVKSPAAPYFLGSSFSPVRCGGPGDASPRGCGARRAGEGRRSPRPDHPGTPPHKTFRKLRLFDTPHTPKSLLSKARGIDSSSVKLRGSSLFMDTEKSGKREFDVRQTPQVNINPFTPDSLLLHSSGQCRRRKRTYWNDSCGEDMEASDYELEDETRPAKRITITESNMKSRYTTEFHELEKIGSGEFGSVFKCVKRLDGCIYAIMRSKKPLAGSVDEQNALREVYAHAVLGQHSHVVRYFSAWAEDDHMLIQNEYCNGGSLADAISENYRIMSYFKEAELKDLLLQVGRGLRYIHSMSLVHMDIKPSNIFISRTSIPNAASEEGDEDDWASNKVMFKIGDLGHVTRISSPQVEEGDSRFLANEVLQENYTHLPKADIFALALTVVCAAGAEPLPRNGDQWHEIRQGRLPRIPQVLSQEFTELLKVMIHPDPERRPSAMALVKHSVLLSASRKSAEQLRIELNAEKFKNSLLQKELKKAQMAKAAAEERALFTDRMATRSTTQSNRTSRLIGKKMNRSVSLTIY
BaF3 parental: parental Ba/F3 viability inhibition as JAK2V617F counter-screen | CellTiter-Glo ATP luminescence | inhibition, % at 5.6 µM | 220,000 compounds, 1.1% hits;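 active = inhibition above a per-campaign cutoff, the mean inhibition of all tested compounds plus 3 SD, cut at about 27% in these data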;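 note: 0% = DMSO wells and 100% = JAK Inhibitor I control wells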
TRPML3 ag: human mucolipin-3 channel agonism | Q8TDD5 | HEK293 TRPML3-YFP, Fluo-8 calcium fluorescence; 100% = the carbachol control signal | activation, % at 3 µM | 220,000 compounds, 0.29% hits | AID 1448;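 active = activation above its plate's cutoff, the mean activation of the plate's test wells plus 3 SD, cut at about 12% in these data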;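 note: 0% = DMSO only wells and 100% = carbachol wells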
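Test system – HEK293 line with stable expression of human TRPML3-YFP channel · Control set – carbachol 87 µM final as high control (100%), DMSO as low control (0%) · Signal – Fluo-8 calcium dye fluorescence, ex 470-495, em 515-575 nm · Incubation – 1-h 37 °C dye load, 5-s basal, 120-s post-compound reads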
CHOP inhibitor: CHOP inhibition in unfolded protein response; CHO-K1 CHOP-promoter luciferase, tunicamycin-induced, 15-18 h; 220,000 compounds, 3.8% hits; inhibition, % at 10 µM;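 active = compounds that reduced the stress-induced luciferase reporter signal by more than about 70% of percent inhibition, limit read from the data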;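 note: 0% = tunicamycin plus vehicle and 100% = wells without tunicamycin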
Ba/F3 V617F tox: reduce viability of Ba/F3 cells dependent on JAK2V617F; inhibition, % at 5.6 µM; Ba/F3 EpoR-JAK2V617F viability, ATP luminescence; AID 1446; 220,000 compounds, 1.1% hits;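 active = inhibition above the campaign mean plus 3 SD over all tested compounds, cut at about 24% in these data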;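 note: cytokine-independent growth of Ba/F3 cells driven by EpoR plus mutant JAK2; 0% = DMSO-treated cells and 100% = JAK inhibitor I control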
PPC-1+TRAIL kill: compounds killing PPC-1 cancer cells with TRAIL present (potentiator screen, no TRAIL-free arm); PPC-1 cells + TRAIL, ATPLite viability luminescence; cell killing (% activity), % at 4 µM; 220,000 compounds, 0.41% hits; AID 1443;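 active = cell killing above 50% in the first pass at 4 µM, then a duplicate retest at 5 µM averaging 50% or more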;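 note: plate controls were cells with TRAIL plus DMSO for no effect and medium-only wells lacking cells for full effect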
TNF necrop inh: blocks TNF-alpha induced death of Jurkat FADD-/- cells. Jurkat FADD-/- TNF necroptosis rescue, ATP luminescence, 24 h; 0 = TNF only, 100 = no-TNF cells. 220,000 compounds, 0.068% hits. activation (protection from cell death), % at 10 µM. AID 463075;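 active = activation, meaning protection from cell death, of at least 50% relative to plate controls; inactive = activation below 50%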;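 note: necroptosis triggered by 40 ng/mL TNF-alpha added together with compound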
RBBP9 inh: inhibitors of human serine hydrolase RBBP9 | recombinant RBBP9, FP-Rh probe fluorescence polarization | inhibition, % at 7.94 µM | 220,000 compounds, 0.2% hits;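 active = inhibition above the campaign mean of all tested compounds plus 3 SD, cut at about 14% in these data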;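 note: plate controls were DMSO wells with RBBP9 for no effect and wells lacking RBBP9 protein for full effect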
Target sequence (O75884 whole entry, looked up): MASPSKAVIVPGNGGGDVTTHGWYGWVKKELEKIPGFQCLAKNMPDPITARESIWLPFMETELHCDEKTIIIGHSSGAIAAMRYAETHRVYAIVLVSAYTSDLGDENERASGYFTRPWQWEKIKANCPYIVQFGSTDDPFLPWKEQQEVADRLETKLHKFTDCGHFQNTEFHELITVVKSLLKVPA
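System: RBBP9 protein | Quantity: 2.5 µM RBBP9 dispensing solution, before mixing | Reagent: FP-Rh probe, 375 nM dispensing solution | Timing: Enzyme-compound preincubation 30 min, then probe labeling 45 min, 25 °C | Measured by: Fluorescence polarization | Read-out: % inhibition | Replication: One well per compound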
TRPN1 ag: activates the zebrafish TRPN1 channel | activation, % at 3 µM | 220,000 compounds, 0.18% hits | HEK293 zebrafish TRPN1-YFP, Fluo-8 calcium fluorescence; 100% = response to 87 µM carbachol | AID 1424;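 active = activation above its plate's cutoff, the mean activation of test wells on that plate plus 3 SD, cut at about 19% in these data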;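 note: 0% = DMSO alone and 100% = 87 µM carbachol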
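Control set: carbachol 87 µM as high control, DMSO as low control; system: HEK293 stable line with zebrafish TRPN1-YFP; read-out: % activation versus carbachol response; detection: intracellular calcium fluorescence with Fluo-8; doses: single test compound dose, 3 µM nominal, 0.3% DMSO; schedule: dye 1 h 37 °C plus 30 min RT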
* marks the source's active call; other numbers are inactive results; . = no result given; [ ] = dose if it differs, or a comment. Random draw from the library; overall some 6.8% were active at least once.

canonical_smiles,Wee1 degr inh,TRPML3 ag,Ba/F3 V617F tox,RBBP9 inh,BaF3 parental,TRPN1 ag,TNF necrop inh,PPC-1+TRAIL kill,CHOP inhibitor
CCN=C1SC(CC(=O)NC2CCCCC2)C(=O)N1CC (centres undefined),6,1.0,-3,-6,3,-0.8,1.1,10,14
CC(C)CC(=O)N1CCN(c2ccc([N+](=O)[O-])c(NCc3ccccc3)c2)CC1,-1,-1.0,2,-6,6,-1.2,-8.8,.,.
COc1ccc(Cl)cc1Nc1ncnc2sc(C)c(S(=O)(=O)N3CCC(C)CC3)c12,-1,0.5,-2,-2,6,1.2,2.1,4,16
O=C(c1ccccc1)N(Cc1ccccc1)c1ccccn1,-1,0.0,-3,-1,1,-0.5,0.7,6,-29
CN(C)CC(C)(C)CNS(=O)(=O)c1ccc(Cl)cc1,-2,0.9,-5,1,2,1.8,1.0,-1,2
O=C(Nc1ccc(N2CCOCC2)cc1)c1ccc(S(=O)(=O)NCc2ccco2)cc1,-3,0.8,4,-10,-1,2.6,-0.8,15,-13
O=C(c1ccc(Br)s1)N1CCN(Cc2ccc3c(c2)OCO3)CC1,2,0.1,-1,1,4,-1.1,0.9,9,52
O=C(O)COc1ccc2occ(C(=O)c3ccccc3)c2c1,0,0.6,3,-6,6,0.3,-1.8,27,5
Cc1ccc(-c2c3c(=O)n(C)c(=O)n(C)c3cn2-c2ccccc2O)cc1,-2,0.5,0,-3,11,-0.5,0.7,19,5
COc1ccc(C(O)CNc2ccc(C)cc2)cc1 (centres undefined),1,-0.3,0,1,3,0.6,-7.0,-4,-22
O=C(C1=C[C@@H](c2ccc(C(F)(F)F)cc2)C[C@@H](OCCCCO)O1)N1CCOCC1,2,0.8,0,1,-2,0.1,1.9,20,5
Cc1ccc(NC(=O)CSc2nnc(-c3ccncc3)o2)cc1,0,0.4,-3,1,0,0.0,-2.6,13,-13
CCOC(=O)Cc1c(C)nc2c(-c3cccc(Br)c3)c[nH]n2c1=O,-2,-0.6,-4,4,-3,-2.5,-0.9,-14,19
COc1ccc(Cn2nnnc2C(c2ccccc2Cl)N2CCN(C)CC2)cc1 (centres undefined),-1,1.2,-1,-5,9,-0.8,3.0,14,-18
Cc1sc2ncn(CC(=O)OC(C)C(=O)NC(C)(C)C)c(=O)c2c1C (centres undefined),0,0.6,-5,-3,-1,-0.6,-2.1,17,3
O=C(c1c[nH]c(C(=O)N2CCN(c3ccccc3F)CC2)c1)c1cccc(Cl)c1Cl,-1,1.3,1,-4,12,-1.2,-6.0,16,48
CCOC(=O)N1CCN(C(=O)CN(c2cccc(C)c2)S(=O)(=O)c2ccccc2)CC1,-1,-0.9,-2,2,0,0.8,-0.5,-21,30
COC(=O)CSc1nc(NC#N)nc(NC(C)(C)C)n1,3,0.5,-2,1,-2,-0.6,0.0,0,-4
CC(C)(C)n1nc(-c2ccc(Cl)cc2)c2c(N)ncnc21,-5,-0.7,0,-2,-1,-0.8,-4.8,26,84*
CCOC(=O)c1ccc(N=Cc2nc3ccccc3n2C)cc1,1,0.7,2,-7,5,-0.1,-2.1,5,12
COc1cccc(NC(=O)Nc2cc(C)ccc2OC)c1,-3,0.5,-1,-4,2,-0.2,2.2,1,15
O=C(OC1CCCCC1=O)c1cc(Cl)ccc1[N+](=O)[O-] (centres undefined),4,0.2,2,3,10,1.0,-0.6,-13,-10
O=S(=O)(c1ccc(NC(=S)NN=C(Cc2ccccc2)Cc2ccccc2)cc1)N1CCOCC1,3,0.3,0,-3,7,0.6,3.7,24,-9
CCCCCn1c(N)c(-c2nc3ccccc3o2)c2c([N+](=O)[O-])nn(CC)c(=O)c21,-1,0.4,5,-6,4,0.3,2.0,12,23
CC(=O)Nc1ccc(Sc2ccccc2C(=O)O)c(C(=O)O)c1,3,0.4,-1,0,-4,0.4,1.6,13,-3
CCC(CC)C(=O)Nc1cccc(C(=O)Nc2nccs2)c1,0,0.6,-3,-8,0,2.5,3.3,14,35
O=C1c2cccc3cccc(c23)C(=O)N1CCN1CCN(C(=S)Nc2ccccc2)CC1,7,0.5,1,4,5,0.7,3.6,34,27
CCn1c(SCC(=O)NCC2CCCO2)nnc1-c1c[nH]c2ccccc12 (centres undefined),-1,-0.2,-5,4,-2,-0.7,-0.4,18,-6
COc1cccc(C(=O)N2CCN(S(C)(=O)=O)CC2)c1,-1,0.6,3,-9,5,-0.4,-0.7,12,15
O=C(C1CC(c2ccc(F)cc2)=NO1)N1CCCCC1 (centres undefined),4,0.6,1,-9,-1,1.0,21,1,56
CN1CCN(Cc2ccc(-c3ccc(Cl)cc3)o2)CC1,2,0.7,-4,-6,-2,-0.4,1.2,10,-21
Cc1ccc(-n2nc(C)cc2Nc2ncc(Cl)cc2Cl)cc1,1,-0.1,1,-4,4,-2.7,2.6,18,25
COC(=O)c1cc2c(ccn2-c2ccc(F)cc2)n1Cc1cccc(OC)c1,2,1.2,-2,-1,2,0.2,1.8,18,41
COC(=O)c1nc(NC(=O)C(C)(C)C)n[nH]1,2,0.3,4,1,11,0.7,-3.7,3,49
CC(C)(C)OC(=O)N1CCC[C@H]1C(=O)NCc1ccc(Cl)cc1Cl,10*,-0.9,3,-3,5,-1.1,-1.0,10,14
CC(C)NC(=S)N1CCC(Cc2ccccc2)CC1,2,0.1,2,-3,13,-0.6,-0.2,16,6
Cc1ccc2c(c1)c(C)c(C)n2CC(O)CN1CCCCC1C (centres undefined),1,1.4,-1,-2,11,1.9,2.8,-8,39
COc1ccc2c(c1)c(C(=O)CN1CCN(C(=O)c3ccco3)CC1)c(C)n2C,-1,0.0,0,-4,3,1.6,0.9,0,-4
Cc1ccc(Cl)cc1Nc1nc(-c2sc(NC(=O)c3cccc(Cl)c3)nc2C)cs1,6,0.3,-2,-7,6,1.1,-0.5,13,51
O=C(c1ccc(-c2nc3ccccc3s2)s1)N1CCOCC1,-3,-0.1,2,-4,7,-1.0,-3.7,88*[5 µM],55
O=[N+]([O-])c1ccc(O)c(C(C#Cc2ccccc2)N2CCOCC2)c1 (centres undefined),1,2.5,-2,-5,-1,2.2,-2.9,9,7
CCC(CC)C(=O)Nc1cccc(C(=O)N2CCCC2)c1,4,1.1,5,-8,-1,1.4,-0.8,9,21
COC(=O)c1[nH]c2ccc(Br)cc2c1NC(=O)CN1CCCc2ccccc21,-1,-0.2,-4,0,5,-0.4,-4.5,2,64
COc1ccc(C(=O)/C=C/c2ccc(OC)c(COc3ccc(F)cc3)c2)cc1,0,-0.8,-1,-2,8,0.6,-7.8,8,-35
Cc1ccc(OCCCCN2CCCCC2)c(Br)c1,-1,-0.4,-2,-3,4,-1.5,1.0,23,-24
O=C(COC(=O)c1cc(-c2ccccc2)nc2ccccc12)NCC1CCCO1 (centres undefined),-3,0.8,2,-3,-1,0.6,0.6,17,24
CC1=C(C(=O)Nc2ccccc2C)C(c2cccs2)NC(=S)N1 (centres undefined),0,0.8,0,-2,7,-2.0,0.6,-2,39
Cc1ccccc1-n1c(SCc2ccccn2)nc2n[nH]c(C)c2c1=N,-3,-0.6,0,1,1,0.6,-4.5,2,62
COc1ccc(C(=O)/C=C/c2ccc(OC)c(Cn3nnc4ccccc43)c2)cc1,7,1.5,-1,-14,-1,2.0,-0.4,-5,-80
COc1ccc(/C(O)=C2\C(=O)C(=O)N(c3cc(C)on3)C2c2ccc(OC)c(OC)c2)cc1OC (centres undefined),0,0.8,0,-6,3,1.6,-3.4,3,6
Cc1nonc1NC(=O)CSc1nnc(-c2ccoc2C)n1C,2,0.2,-1,-8,4,1.7,-1.3,14,-7
O=C1C2CC=CCC2C(=O)N1c1nc2n(n1)C(c1ccccc1)CC(c1ccccc1)N2 (centres undefined),-1,0.8,2,-4,3,0.6,0.9,-15,18
Cc1occc1-c1nnc(SCC(=O)N2CCCCC2)o1,-1,0.8,-3,-6,3,1.9,2.0,10,-14
COc1ccc2nc(NC(=O)Cc3ccc(OC)c(S(=O)(=O)N4CCOCC4)c3)sc2c1,0,0.7,0,-5,6,1.4,3.9,6,29
Fc1ccc(CN2CCCN(Cc3nc(-c4ccc5c(c4)OCO5)no3)CC2)cc1,1,0.6,-1,-6,12,1.9,3.4,24,50
CN(Cc1ccccc1)C(=O)COC(=O)CCNC(=O)c1ccccc1Cl,1,0.4,0,-1,5,-0.1,-0.5,12,-12
CCN(CC)CCNC(=O)c1ccc(NC(=O)c2ccc(F)cc2F)cc1,1,1.2,-2,0,-1,1.3,1.6,24,25
Cc1c(NC2=CC(=O)CCC2)c(=O)n(-c2ccccc2)n1C,-3,0.5,0,6,9,-0.1,2.2,-13,2
COc1cc(SC)ccc1C(=O)Nc1ccccn1,1,-0.2,4,-6,3,2.0,-2.2,68*[5 µM],4
CCc1ccccc1OCC(=O)OCC(=O)N1CC(=O)Nc2ccccc21,-1,-0.4,0,-11,2,-0.5,-0.7,11,0

(cont.)
canonical_smiles,Wee1 degr inh,TRPML3 ag,Ba/F3 V617F tox,RBBP9 inh,BaF3 parental,TRPN1 ag,TNF necrop inh,PPC-1+TRAIL kill,CHOP inhibitor
COc1cc2nc(CN3CCOCC3)n(CC(=O)N3CCCCCC3)c(=O)c2cc1OC,-2,1.0,-1,-2,-4,2.0,1.1,7,-9
Cc1c(Cl)cccc1NC(=O)Nc1ccn(C)n1,-3,1.0,-3,-6,2,4.3,-1.8,-10,-2
COC(=O)CNC(c1ccccc1)c1cc(Br)ccc1NC(=O)OCc1ccccc1 (centres undefined),1,1.3,-5,-10,1,2.6,-3.2,26,46
C#CCOCCOCCOCCNc1nc(N2CCN(C(=O)[C@H](Cc3ccc(O)cc3)n3cc(CCO)nn3)CC2)nc(N2CCN(C(=O)[C@H](Cc3ccc(O)cc3)n3cc(CCO)nn3)CC2)n1,-3,0.4,-3,-8,0,0.7,2.8,-7,4
C/C(=C\C(=O)O)CC(=O)O,3,-0.1,53*,-13,4,2.1,0.7,-12,32
Cc1cc(C)cc(C(=O)NN2CCN(C)CC2)c1,-3,0.8,3,-6,0,1.0,1.1,12,-5
